Rin1 Abl inh – inhibitors of Rin1-Abl protein binding, primary screen, biochemical, TR-FRET | Tyrosine-protein kinase ABL1 (Homo sapiens) + Ras and Rab interactor 1 (Homo sapiens), … | inhibition, % at 7.35 µM | actives 0.4% (n = 360,000) | AID 588664, 2011; in the data active = inhibition above about 5%, passing the limit was not always enough
Neddyl block – inhibitors of cullin neddylation, primary screen, biochemical, TR-FRET, uHTS, NAE and Ubc12 | NEDD8-conjugating enzyme Ubc12 (Homo sapiens) + NEDD8-activating enzyme E1 regulatory … | calls only at 25 µM | actives 0.58% (n = 360,000); in the data active = inhibition above about 36%
bovine MsrA act – bovine MsrA enzyme activators, primary screen, biochemical, absorbance, HTS | Methionine sulfoxide reductase A (Bos taurus) | purified bovine MsrA, absorbance read-out | activation, % at 10.6 µM | actives 0.3% (n = 360,000); in the data active = activation above about 7.5%;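 also: 0% = vehicle and 100% = reference activator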
Tb MetRS inh – T. brucei MetRS inhibitors, primary screen, biochemical, luminescence. methionyl-tRNA synthetase (Trypanosoma brucei brucei). purified T. brucei MetRS, ATP depletion, Kinase-Glo luminescence. inhibition, % at 11.9 µM. actives 0.4% (n = 360,000);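 active = inhibition above a per-plate cutoff of the control wells' mean inhibition plus 3 SD, cut at about 5.5% in these data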;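 also: 0% = DMSO wells median and 100% = median of wells with control inhibitor compound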
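Test system: purified T. brucei MetRS enzyme. Also added: ATP, methionine and E. coli bulk tRNA substrates. Compound: 11.9 µM single point. Schedule: 15 min enzyme-compound preincubation, 2 h reaction, 10 min detection, 25 °C. Signal: luciferase luminescence of residual ATP, Kinase-Glo. Evaluation: percent inhibition versus plate control medians. Controls: DMSO wells, low control.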
eLon inh – inhibitors of E. coli Lon protease, primary screen, biochemical, fluorescence polarization. inhibition, % at 7.94 µM. purified E. coli Lon protease. AID 602123, 2011. actives 0.42% (n = 360,000); in the data active = inhibition above about 13%, passing the limit was not always enough;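 also: 0% = enzyme with probe and DMSO and 100% = no enzyme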
Target sequence (P0A9M0 whole entry, looked up): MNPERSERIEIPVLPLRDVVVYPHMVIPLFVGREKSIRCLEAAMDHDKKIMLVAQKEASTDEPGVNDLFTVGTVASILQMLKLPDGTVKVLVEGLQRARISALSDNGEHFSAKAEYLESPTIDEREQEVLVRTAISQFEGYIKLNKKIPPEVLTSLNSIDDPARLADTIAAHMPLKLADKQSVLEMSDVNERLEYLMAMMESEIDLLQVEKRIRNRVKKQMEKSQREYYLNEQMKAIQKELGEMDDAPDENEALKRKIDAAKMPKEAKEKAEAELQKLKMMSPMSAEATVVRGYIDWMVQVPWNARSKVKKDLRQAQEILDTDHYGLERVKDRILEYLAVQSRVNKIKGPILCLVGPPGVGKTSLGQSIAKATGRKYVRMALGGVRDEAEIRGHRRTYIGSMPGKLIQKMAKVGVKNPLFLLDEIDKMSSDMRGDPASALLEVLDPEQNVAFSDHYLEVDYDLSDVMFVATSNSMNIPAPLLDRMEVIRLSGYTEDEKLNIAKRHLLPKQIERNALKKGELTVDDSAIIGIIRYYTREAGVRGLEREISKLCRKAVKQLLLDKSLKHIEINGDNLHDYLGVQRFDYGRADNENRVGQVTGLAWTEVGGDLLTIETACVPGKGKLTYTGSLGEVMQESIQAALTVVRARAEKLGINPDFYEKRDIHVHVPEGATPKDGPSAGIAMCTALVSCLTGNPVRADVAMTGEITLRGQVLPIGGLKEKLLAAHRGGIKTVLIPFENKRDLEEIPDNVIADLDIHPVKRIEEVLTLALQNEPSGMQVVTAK
PABP1 MLLE inh – inhibitors of PABP1 MLLE–PAM2 peptide binding, primary screen, biochemical, fluorescence polarization, FITC-PAM2, GST-MLLE. AID 588489, 2011. inhibition, % at 20 µM. actives 0.36% (n = 360,000). Polyadenylate-binding protein 1 (Homo sapiens), P11940; in the data active = inhibition above about 35%, passing the limit was not always enough;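 also: plate controls were DMSO wells with GST-MLLE for no effect and wells lacking GST-MLLE protein for full effect; some results filed as inactive read as strong as hits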
CSN deneddyl inh – inhibitors of CSN-mediated cullin deneddylation, primary screen, biochemical, fluorescence polarization, uHTS | actives 0.38% (n = 360,000) | AID 651999, 2013 | COP9 signalosome complex subunit 5 (Homo sapiens), Q92905 | inhibition, % at 12.5 µM | Purified CSN, SCF-Nedd8-OG deneddylation;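 active = pattern-corrected inhibition above about 35%, with an unprinted fluorescence ratio check between 0.5 and 1.5, limit read from the data, passing the limit was not always enough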;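 also: 0% = enzyme with substrate and 100% = substrate without enzyme; some results filed as inactive read as strong as hits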
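Material: human Csn5 produced in HEK293T cells; Input: enzyme 0.24 nM; Reagent: SCFSkp2-Nedd8OG substrate at 10 nM final; Dosing: 12.5 µM compound; Incubation: 90 min reaction at room temperature; Detection: fluorescence polarization of the substrate; Evaluation: % inhibition of substrate cleavage by Csn5; Control set: substrate-only high control, full reaction low control.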
MsrA inh – bovine MsrA enzyme inhibitors, primary screen, biochemical, absorbance, HTS | actives 0.75% (n = 360,000) | Methionine sulfoxide reductase A (Bos taurus) | purified bovine MsrA, absorbance read-out | inhibition, % at 15.5 µM; in the data active = inhibition above about 4.5%;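 also: 0% = vehicle wells with enzyme and 100% = reference inhibitor wells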
FAS-TE inh – FAS thioesterase domain inhibitors, primary screen, biochemical, fluorescence intensity, uHTS; Fatty acid synthase (Homo sapiens), P49327; recombinant FAS-TE, OMFH fluorogenic substrate, fluorescence endpoint; inhibition, % at 15 µM; actives 0.67% (n = 360,000);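 active = compounds whose normalised, plate-corrected inhibition of enzyme fluorescence in the single-dose primary screen is 50% or more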;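 also: 0% = DMSO with enzyme and 100% = substrate without enzyme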
* = called active by the depositor; i = inactive; . = no result given.

Below each SMILES – Rin1 Abl inh | Neddyl block | bovine MsrA act | Tb MetRS inh | eLon inh | PABP1 MLLE inh | CSN deneddyl inh | MsrA inh | FAS-TE inh
> N#Cc1ccc(C23CC4(C2)[C@H](CN(CC2CCCCC2)[C@@H]4c2ccccc2)C3c2ccc(Cl)nc2)cc1 (stereo partly drawn)
    3.1 | i | -0.2 | -0.3 | -1.6 | -25.4 | -1.0 | 0.2 | 29.4
> COCCn1c(SCC(=O)Nc2ccc(S(N)(=O)=O)cc2)nc2ccccc21
    -0.8 | i | -5.7 | -0.1 | -1.4 | -43.5 | 6.7 | 0.2 | -5.6
> COC(=O)c1sccc1NC(=O)C1CC1
    -10.6 | i | -1.3 | -0.6 | 4.5 | -2.7 | -1.9 | 0.7 | -5.5
> Cc1ccc(NC(=O)C2CCCN(S(=O)(=O)c3c(C)noc3C)C2)nc1 (stereo not drawn)
    0.4 | i | -3.1 | -0.2 | 1.8 | -9.1 | -0.3 | -1.5 | -2.4
> O=S(=O)(NC1CCN(Cc2ccccc2)CC1)c1ccc2ccccc2c1
    -1.6 | i | 0.2 | -0.1 | 5.2 | 4.0 | -0.8 | 0.8 | 1.8
> CCOC(=O)C(=CNc1cc(C)nn1-c1ccccc1)C(=O)OCC
    -1.7 | i | -2.9 | -0.9 | 4.4 | -0.1 | 3.2 | 1.7 | -4.4
> COc1ccc(NC(=O)CSc2nnc(Cc3ccccc3)c(=O)n2N)c(OC)c1
    -0.2 | i | -1.2 | -0.5 | -8.7 | 16.4 | 1.9 | -0.6 | -1.7
> Cc1ccc(C)c(CN2C(=O)c3ccccc3S(=O)(=O)c3ccc(C(=O)N4CCN(C)CC4)cc32)c1
    2.7 | i | -0.9 | -0.7 | -4.4 | -2.4 | 2.3 | 0.1 | 2.2
> CCOc1ccc2[nH]c(C)c(CN3CCOCC3)c(=O)c2c1
    -4.2 | i | -1.9 | -0.4 | 4.1 | -4.3 | -1.9 | 1.3 | -7.2
> CC(C)=CC(=O)Nc1nnc(-c2ccc(F)cc2)s1
    1.2 | i | -13.2 | -1.1 | -13.1 | -6.9 | -6.4 | -0.7 | -1.4
> O=C(/C=C/c1ccccc1)NC(=S)Nc1ccc(N2CCOCC2)c(Cl)c1
    5.7 | i | -2.3 | -0.3 | 0.1 | 23.0 | -0.9 | -0.8 | -2.7
> CO/N=C/C=C1/N(C)c2ccccc2C1(C)C
    -4.2 | i | -10.5 | 0.0 | -0.2 | -1.9 | 0.3 | 3.2 | -5.7
> COc1ccccc1Nc1cc(C)nc2c(C)cccc12
    -2.5 | i | 0.3 | -0.2 | -11.3 | -14.9 | -3.0 | 2.9 | -3.5
> COc1ccc(S(=O)(=O)Nc2cc(C(=O)NC3CCCCCC3)ccc2N2CCOCC2)cc1
    1.3 | i | -0.6 | -0.7 | -7.9 | 3.7 | 5.2 | . | 19.4
> O=C(Cc1ccc(F)cc1)c1ccc(O)cc1O
    -1.0 | i | -4.9 | 0.1 | 2.1 | 20.9 | -8.7 | 3.8 | -7.1
> Cc1cccc(OCC(=O)NNC(=O)c2ccc3nc[nH]c3c2)c1
    1.8 | i | 2.1 | -0.4 | -1.3 | 3.6 | -3.1 | -0.8 | -2.8
> O=C(OCC1OC(n2ccc(=O)[nH]c2=O)C(O)C1OC(=O)c1ccccc1)c1ccccc1 (stereo not drawn)
    -0.4 | i | -3.1 | 0.3 | -0.8 | 0.7 | -0.6 | 0.2 | 2.8
> Cc1ccc(NC(=O)CN(C)Cc2ccc(Cl)cc2)cc1
    -0.2 | i | 0.5 | 0.7 | -6.0 | -14.6 | 4.6 | -0.8 | 9.1
> O=C1CN(C(=O)c2ccc(Br)o2)C(c2ccc(F)cc2)c2cc(F)ccc2N1 (stereo not drawn)
    -0.7 | i | -2.1 | -0.6 | 7.7 | -3.8 | -3.5 | 0.8 | 5.5
> Cn1cc([N+](=O)[O-])c(C(=O)NCc2ccco2)n1
    0.7 | i | -9.8 | -1.1 | -9.9 | 10.7 | 0.3 | -1.3 | -3.3
> Cc1c(C(=O)OCC(=O)Nc2cccc(S(N)(=O)=O)c2)oc2c1ccc1ccccc12
    -2.5 | i | -3.4 | 1.9 | -7.7 | -5.3 | -0.3 | 1.5 | 18.0
> O=c1oc2ccccc2c(Nc2ccccc2O)c1[N+](=O)[O-]
    -1.7 | i | -1.6 | -0.2 | 2.4 | -2.3 | -4.2 | 1.6 | -4.5
> O=C(COC(=O)/C=C/c1cccc(Br)c1)NC1CCCCCC1
    0.5 | i | -2.4 | -0.3 | -4.1 | 9.9 | 1.8 | 0.2 | 0.7
> CC(C)(C)c1ccc(OCCCC(=O)Nc2nnc(C3CC3)s2)cc1
    -1.0 | i | -7.4 | -0.5 | 2.4 | 3.1 | -2.6 | -0.8 | -19.6
> COc1ccc(CNC(=O)c2sc(=O)n(Cc3cc(C(C)=O)ccc3OC)c2C)cc1
    0.2 | i | -0.5 | -0.8 | 0.2 | -1.4 | -2.5 | 1.6 | 9.3
> CCOCCCNC(=O)C(c1ccccc1)N(Cc1cccs1)C(=O)CNC(C)=O (stereo not drawn)
    4.9 | i | 1.6 | 0.9 | -2.6 | 14.9 | -1.6 | 1.6 | -9.2
> Cc1ccc(Cl)cc1NC(=O)Nc1c(C)n(C)n(-c2ccccc2)c1=O
    -3.1 | i | -3.8 | -0.3 | -1.0 | -5.8 | -3.2 | -1.6 | 1.2
> COc1ccc(N(C)S(=O)(=O)c2cccc(C(=O)NCc3ccc4c(c3)OCO4)c2)cc1
    0.8 | i | -9.3 | -1.6 | -4.8 | -0.8 | 0.0 | 0.3 | 10.4
> COC(=O)c1cc(S(=O)(=O)Nc2cc(S(=O)(=O)N(C)C)ccc2C)oc1C
    1.4 | i | -4.1 | -0.6 | 14.8 | 1.8 | -1.9 | -0.4 | -6.9
> COC(=O)C1CCN(C(=O)CN2C(=O)NC3(CCC(C)CC3)C2=O)CC1 (stereo not drawn)
    3.5 | i | -11.4 | -0.6 | 8.0 | -39.4 | 0.9 | 0.6 | -6.0

Pulled by structure from the entries so far (two):
Below each SMILES – Rin1 Abl inh | Neddyl block | bovine MsrA act | Tb MetRS inh | eLon inh | PABP1 MLLE inh | CSN deneddyl inh | MsrA inh | FAS-TE inh
> O=C(Cc1ccc(F)cc1)c1ccc(O)cc1O
    -1.0 | i | -4.9 | 0.1 | 2.1 | 20.9 | -8.7 | 3.8 | -7.1
> COc1ccc(CNC(=O)c2sc(=O)n(Cc3cc(C(C)=O)ccc3OC)c2C)cc1
    0.2 | i | -0.5 | -0.8 | 0.2 | -1.4 | -2.5 | 1.6 | 9.3

Continuation:
Below each SMILES – Rin1 Abl inh | Neddyl block | bovine MsrA act | Tb MetRS inh | eLon inh | PABP1 MLLE inh | CSN deneddyl inh | MsrA inh | FAS-TE inh
> O=C(NC1CCCCC1)C1c2ccccc2OCC(=O)N1CCc1c[nH]c2ccccc12 (stereo not drawn)
    . | i | -2.5 | 0.4 | 10.7 | . | 1.8 | -0.3 | -4.6
> CC(C(C(=O)N1CCCCC1)N1CCCCC1)N1CCCCC1 (stereo not drawn)
    3.3 | i | -4.8 | 0.2 | -1.1 | -5.4 | 2.2 | -0.2 | -9.7
> OC[C@@H]1CN(Cc2cccc(C(F)(F)F)c2)C[C@H](n2cnc3c(NCc4ccncc4)ncnc32)O1
    -1.6 | i | -1.5 | -0.2 | -6.3 | 1.6 | 1.6 | -0.6 | -6.9
> CC1CCN(C(=O)CSc2nc3ccccc3[nH]2)CC1
    -3.9 | i | -3.9 | 1.6 | -1.9 | -7.0 | -3.7 | 1.2 | -6.3
> Cc1ccc2c(c1)C1CN(C)CCC1N2C(=O)Nc1ccc(Cl)cc1 (stereo not drawn)
    0.2 | i | 0.4 | -0.4 | 1.2 | -2.7 | -0.2 | 0.4 | 2.5
> CCCCCc1ccnc(CC(=O)c2ccc(OC)cc2)c1
    1.0 | i | -1.1 | -0.1 | -5.7 | -141.2 | 4.0 | -0.1 | -4.5
> COc1ccc(CNC(=O)COC(=O)c2ccc(S(=O)(=O)N3CCOCC3)cc2)cc1
    -0.6 | i | -2.7 | -0.1 | -6.7 | -13.6 | -2.2 | -0.3 | 0.8
> O=C(Cn1cnnn1)OCC(=O)c1ccc(Cl)s1
    -14.9 | i | 0.9 | -0.3 | -1.4 | 1.8 | 7.5 | -0.2 | -9.0
> c1cnc(-c2noc(CN3CCN(C4CCCC4)CC3)n2)cn1
    -0.5 | i | -1.6 | -1.0 | 9.1 | -1.4 | -5.2 | 0.4 | -5.7
> CC(Sc1n[nH]c(-c2cccs2)n1)C(=O)Nc1ccc(C(N)=O)cc1 (stereo not drawn)
    -2.0 | i | -1.9 | -0.2 | 8.7 | -20.2 | 2.2 | -0.3 | -7.9
> Fc1ccc(COc2ccc(Br)cc2CNCc2ccncc2)cc1
    2.4 | i | -11.0 | -0.7 | -8.0 | -6.6 | -6.5 | 1.7 | 7.5
> Cc1ccc(-c2nn(-c3ccccc3)cc2/C=N/NC(=O)c2ccc3c(c2)OCO3)cc1
    -0.5 | i | -4.3 | -0.5 | -1.1 | 0.1 | -0.1 | -0.1 | 23.2
> CC(=O)Nc1ccc(NC(=O)C2CC(=O)N(C(C)C)C2)cc1 (stereo not drawn)
    -0.6 | i | -1.4 | -0.2 | -9.6 | 7.2 | 3.3 | 0.1 | -8.6
> O=C(O)C1CCC(=O)N1Cc1ccccc1Cl (stereo not drawn)
    -2.5 | i | -3.4 | -1.1 | 1.8 | -5.1 | 3.3 | 0.5 | -6.7
> O=C(Cc1ccccc1)NCC(=O)Nc1ccccc1Br
    -0.5 | i | -0.3 | 0.2 | -5.3 | 2.1 | -6.5 | -0.4 | -1.9
> O=C(CCc1nc2ccccc2c(=O)[nH]1)OCc1ccc(Cl)cc1Cl
    -5.5 | i | -7.0 | 4.7 | -7.2 | -3.7 | -10.1 | -0.7 | -1.9
> COc1cccc(NC(=O)CSc2nnc3ccc(-c4ccncc4)nn23)c1
    -0.6 | i | -2.0 | -0.2 | -4.5 | -2.8 | -8.0 | 0.6 | -4.9
> COc1cc2c(cc1OC)-c1cc(OCc3ccccc3Cl)nc(=O)n1CC2
    -1.2 | . | -1.6 | -0.2 | -3.1 | 11.7 | -10.0 | 3.0 | 12.7
> O=c1[nH]c2ccc(S(=O)(=O)N3CCCCC3)cc2[nH]c1=O
    -0.8 | i | -1.6 | -0.7 | -3.6 | 9.8 | -5.5 | 1.2 | -12.0
> N#Cc1cc(-c2ccccc2)[nH]c1-c1nccc2ccccc12
    2.5 | . | -2.6 | -0.6 | -4.9 | -4.3 | 2.0 | 0.1 | 18.1

An unsorted share of the library. Share with any hit: about 4%.
